Assay outcomes as filed in PubChem BioAssay.
OX1R antag-1: blocks the human orexin 1 receptor; OX1R-expressing cells, FRET antagonist read-out; inhibition, % at 6.6 µM; actives 1.8% (n = 330,000); AID 485270; in the data active means inhibition mostly above about 38%, no sharp cut-off; inactive means mostly below about 40%;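 further: 0% = agonist challenge alone and 100% = reference antagonist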
Target sequence (O43613 whole entry, looked up): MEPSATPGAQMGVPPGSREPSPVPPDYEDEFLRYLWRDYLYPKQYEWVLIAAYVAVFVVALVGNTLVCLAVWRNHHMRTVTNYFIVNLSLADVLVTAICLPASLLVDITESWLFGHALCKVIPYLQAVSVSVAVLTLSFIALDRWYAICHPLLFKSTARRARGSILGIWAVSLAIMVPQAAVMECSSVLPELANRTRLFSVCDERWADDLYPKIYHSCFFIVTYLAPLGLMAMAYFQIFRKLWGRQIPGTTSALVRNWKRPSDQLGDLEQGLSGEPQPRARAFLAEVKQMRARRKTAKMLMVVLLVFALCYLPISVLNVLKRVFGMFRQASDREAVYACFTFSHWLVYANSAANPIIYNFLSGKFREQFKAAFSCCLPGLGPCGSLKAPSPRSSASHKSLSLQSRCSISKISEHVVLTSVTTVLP
STK33 inh: inhibitors of human STK33 kinase | purified STK33, MBP phosphorylation, ADP-Glo luminescence | inhibition, % at 10 µM | Q9BYT3 | actives 0.073% (n = 320,000);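 active means inhibition at or above 25%, using the most active replicate where run in duplicate; inactive means inhibition below 25%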
Target sequence (Q9BYT3 whole entry, looked up): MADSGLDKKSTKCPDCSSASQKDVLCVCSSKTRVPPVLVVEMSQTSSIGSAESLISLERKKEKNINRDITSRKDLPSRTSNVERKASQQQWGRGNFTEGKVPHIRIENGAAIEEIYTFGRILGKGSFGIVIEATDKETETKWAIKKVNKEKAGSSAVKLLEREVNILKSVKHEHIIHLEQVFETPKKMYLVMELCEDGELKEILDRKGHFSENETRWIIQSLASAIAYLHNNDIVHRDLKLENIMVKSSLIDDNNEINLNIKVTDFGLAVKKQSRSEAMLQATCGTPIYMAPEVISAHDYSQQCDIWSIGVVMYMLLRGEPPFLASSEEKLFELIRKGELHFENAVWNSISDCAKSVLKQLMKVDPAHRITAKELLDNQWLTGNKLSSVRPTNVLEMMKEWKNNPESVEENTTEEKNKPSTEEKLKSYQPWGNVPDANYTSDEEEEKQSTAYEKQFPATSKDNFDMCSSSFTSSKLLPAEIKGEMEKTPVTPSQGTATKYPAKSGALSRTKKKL
OX1R antag-2: human HCRTR1 antagonism | CHO/OX1R cells, Fluo-8 calcium fluorescence, orexin A | O43613 | actives 0.43% (n = 330,000) | AID 434989 | inhibition, % at 5 µM;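 active means inhibition above its plate's threshold, mean inhibition of all tested compounds on the plate plus 3 SD, cut at about 37% in these data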;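 further: 0% = orexin A challenge wells and 100% = SB-334867-A antagonist wells; not every result past the cut was called active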
Starred values were filed as active, the others as inactive; & = joins results of further samples.

SMILES | OX1R antag-1 | STK33 inh | OX1R antag-2
COc1ccc(S(=O)(=O)N2CCC(C(=O)NCCC3=CCCCC3)CC2)cc1C | -2 | -1.0 | -12
CC(C)C(=O)N1CCN(c2ccccc2NC(=O)c2ccc([N+](=O)[O-])o2)CC1 | 61* | 0.7 | -24
CCOc1ccc(C2N(c3ccc(F)cc3)C(=O)C3CCCN32)cc1 (stereo not given) | 13 | -0.6 | -18
Cc1sc2ncnc(N3CCC(C(=O)Nc4ccc(Br)cc4Br)CC3)c2c1C | 39 | -0.5 | -6
Cc1cc(-c2ccc(C(C)C)c(S(=O)(=O)Nc3ccccn3)c2)on1 | 7 | -0.3 | -10
CC(C)(C)c1ccc(C(=O)c2c[nH]c(C(=O)NCCc3ccccn3)c2)cc1 | 16 | -0.1 | -11
NS(=O)(=O)c1ccc(NC(=O)CN2CCN(S(=O)(=O)c3ccc(F)cc3)CC2)cc1 | -3 | -2.2 | -4
CCn1c(-c2ccc(N(C)C)cc2)nc2ccccc21 | 7 | -0.2 | -30
O=C(Nc1ccccc1)C1CCCCC1 | 7 | -0.2 | -8
Nc1n[nH]c2cc(=O)n(-c3ccc(Cl)cc3)nc12 | 46* | 2.3 | -1
CCN(CCn1cccn1)Cc1cn[nH]c1-c1cccc2ccccc12 | 16 | 0.2 | -26
CC(C)(C)c1ccc(C(=O)N2CCC(C(=O)N3CCCCC3)CC2)cc1 | 24 | -1.8 | -3
CCOc1ccc(C(=O)NCC(=O)NCC(c2ccco2)N2CCCCC2)cc1 (stereo not given) | 15 | -0.1 | -12
COc1ccccc1C(=O)OCC(=O)NC1CCCC1 | 13 | 0.2 | -7
Cc1cc(N2CCOCC2)n2nc(C)c(-c3ccc(Cl)cc3)c2n1 | 8 | -0.3 | -1
CCCc1ccc(S(=O)(=O)N(C)S(=O)(=O)c2ccc(F)cc2)cc1 | 25 | -2.4 | -27
O=C(N/N=C/c1cc2ccccc2[nH]1)c1ccccc1Cl | 6 | -0.4 | -12
CC(CCC(C)C(C)(C)C)[C@@H]1CC[C@H]2C3C[C@H](OS(O)(=S)=S)[C@H]4C[C@H](OS(O)(=S)=S)[C@@H](OS(O)(=S)=S)C[C@]4(C)[C@H]3CC[C@]12C (stereo not given in full) (tested in a mixture with another compound) | 66* | 1.2&2.0 | 101*
C=CCCC(=O)Nc1nc(C)c(-c2csc(Nc3ccccc3OC)n2)s1 | 45 | -0.4 | -29
Cc1ccc2nc(N3CCN(Cc4ccc(F)cc4)C3=O)c(C)cc2c1 | 18 | -0.9 | -41
COc1cc(/C=C2\SC(=Nc3ccc(N4CCOCC4)cc3)N(C)C2=O)ccc1OC(C)C(=O)O (stereo not given) | 39 | -0.4 | -8
Cc1ccccc1Nc1nc(N)nc(CSc2nnnn2-c2ccccc2)n1 | 16 | -2.0 | 2
COc1ccc(NC(=O)CO/N=C2/CCCc3nonc32)c(OC)c1 | 26 | -1.4 | -8
COCCCn1c(=O)/c(=C\c2ccc(OC(F)F)c(OC)c2)s/c1=C(/C#N)C(=O)NCCOC | 16 | -0.4 | -17
Nc1ccc(C23CC4CC(CC(CO)(C4)C2)C3)cc1 | 2 | -1.3 | -10
SMILES | OX1R antag-1 | STK33 inh | OX1R antag-2
CCC(CC)C(=O)NCCc1cc2c(OC)ccc(OC)c2[nH]c1=O | 21 | -1.9 | -26
COCCC1CCCCN1C(=O)c1cc(COc2cccc(C(C)=O)c2)on1 (stereo not given) | 16 | -2.3 | -14
COc1ccc(-c2cc(C(=O)Nc3ccc4c(c3)OCO4)no2)cc1OC | 7 | 1.4 | -5
CCOC(=O)C1C2C=CC3(CN(c4ccc(Cl)c(F)c4)C(=O)C13)O2 (stereo not given) | 8 | 2.3 | -32
Cc1ccc(C(=O)OCC(=O)NC(C)C)cc1S(=O)(=O)N1CCOCC1 | 7 | 0.5 | -11
CC(C)(C)OC(=O)NC(=NCCCc1cn(CC(=O)N2CCN(C(=O)OC(C)(C)C)CC2)nn1)NC(=O)OC(C)(C)C | 7 | 4.6 | -55
O=C(NCC1CCCO1)c1cc2c([nH]c3ccccc32)c(-c2cccc(Br)c2)n1 (stereo not given) | 22 | -0.6 | -3
CCCCc1nc2sc3c(SCC(=O)NCc4ccco4)ncnc3c2c2c1CCC2 | 6 | -0.3 | -33
NC(=S)N/N=C/c1coc2ccc(Br)cc2c1=O | 1 | 0.5 | -1
Cc1cccc(NC(=O)CSCC(=O)Nc2ccccc2C(=O)NC2CC2)c1 | 21 | -1.6 | -24
O=C(Nc1cc2c(oc1=O)CCCC2=O)c1ccc(Cl)cc1 | 20 | 0.6 | -14
CC(C(=O)Nc1sc2c(c1C(=O)NCc1ccco1)CCCC2)N1C(=O)c2ccccc2C1=O (stereo not given) | 23 | 0.4 | -20
Cc1ccc(SCCn2nc(C(=O)O)c3ccccc3c2=O)cc1 | 25 | -0.1 | -24
CCC1(c2ccc(F)cc2)NC(=O)N(CC(=O)N2CCc3ccccc3C2)C1=O (stereo not given) | 12 | 8.4 | -28
COc1ccccc1N1CCN(C(=O)c2ccc(S(=O)(=O)N3CCCCC3)cc2)CC1 | 1 | -1.3 | -9
COc1ccc(NC(=O)NCc2ccccn2)cc1OC | 18 | -0.3 | -1
CCCC(=O)Nc1cccc(-c2nc3cc(C)c(C)cc3o2)c1 | 14 | -2.7 | -18
C/C(=N\NC(=S)NCCc1ccccc1)c1ccc(Cl)cc1Cl | 27 | -1.5 | -6
C(=N\N1CCN(C2c3ccccc3-c3ccccc32)CC1)/c1ccncc1 | 32 | 0.1 | -25
CN1C(=O)c2ccc(C(=O)Nc3ccccc3O)cc2C1=O | 41* | -0.8 | -7
O=[N+]([O-])c1ccccc1NCCNc1ncc(C(F)(F)F)cc1Cl | 18 | -2.3 | -18
CCOc1ccc(NC(=O)CSc2nc3ccccc3c(=O)n2CCCC(=O)NCCCN2CCCC2=O)cc1 | 7 | -1.4 | -38
COc1ccc(COC(=O)CCS(=O)(=O)c2ccc(C)cc2)cc1 | 17 | 0.3 | -16
CCN1CSC(=S)N(Cc2ccccc2)C1 | 8 | -1.7 | 2
CSc1nnc(C)c(=O)n1COC(=O)COc1ccc(Cl)cc1 | 6 | -1.3 | -6

Single records, as listed above. Values in the order: OX1R antag-1 | STK33 inh | OX1R antag-2
CN1C(=O)c2ccc(C(=O)Nc3ccccc3O)cc2C1=O in the list: 41* | -0.8 | -7
C(=N\N1CCN(C2c3ccccc3-c3ccccc32)CC1)/c1ccncc1 in the list: 32 | 0.1 | -25
CC(C(=O)Nc1sc2c(c1C(=O)NCc1ccco1)CCCC2)N1C(=O)c2ccccc2C1=O (stereo not given) in the list: 23 | 0.4 | -20
C/C(=N\NC(=S)NCCc1ccccc1)c1ccc(Cl)cc1Cl in the list: 27 | -1.5 | -6
CCC(CC)C(=O)NCCc1cc2c(OC)ccc(OC)c2[nH]c1=O in the list: 21 | -1.9 | -26

Additional records
SMILES | OX1R antag-1 | STK33 inh | OX1R antag-2
O=C1c2ccccc2C(Nc2ccc3c(c2)OCCO3)N1Cc1ccccc1 (stereo not given) | 15 | 1.3 | -7
Cc1ccc(C)c(OCC(=O)Nc2nonc2NC(=O)COc2cc(C)ccc2C)c1 | 26 | -0.7 | 8
COc1ccccc1C(=O)N1CCN(C2CCN(Cc3ccccc3)CC2)CC1 | 14 | -1.3 | -10
Cc1ccc(-c2cc(C(=O)N/N=C/c3ccc(Cl)cc3)n[nH]2)o1 | 35 | -1.9 | -34
COc1ccc(CN(Cc2cccnc2)S(=O)(=O)c2ccc(-n3cnnn3)c(C)c2)cc1OC | 6 | -2.1 | -21
O=C1NC2=C(C(=O)CCC2)C(c2ccc3ncccc3c2)N1 (stereo not given) | -4 | -0.5 | -16
O=C(c1ccccc1)c1c[nH]c(C(=O)NCCCN2CCOCC2)c1 | 12 | -0.2 | -10
Cn1c2ccc(Cl)cc2c2nc3ccccc3nc21 | 91* | -0.4 | 31
CCOC(=O)C[n+]1c(C)csc1C | 14 | -4.2 | 7
Nc1cccc(CCc2ccncc2)c1 | 8 | -0.6 | 4
COc1cc(C(C)=O)ccc1OCCCOc1cccc2cccnc12 | 13 | 1.3 | -4
O=C(NCCC1=CCCCC1)C1CCN(S(=O)(=O)N2CCCC2)CC1 | 18 | -1.7 | -35
CSc1nnc(-c2sc(-c3ccccc3)nc2C)n1C | 13 | -0.1 | 5
COc1cc(O)c(C(CCN2CCCC2)c2cc(OC)c(OC)c(OC)c2)c(OC)c1 (stereo not given) | 22 | 0.5 | -28
CCOC(=O)N1CCN(c2ncnc3c2[nH]c2ccc(F)cc23)CC1 | 68 | -1.5 | 52*
COc1ccccc1/C=N/NC(=O)c1cccc2ccccc12 | 14 | -1.7 | -12
CCOc1ccc(/C(=N\O)C(C)NO)cc1 (stereo not given) | 7 | 0.4 | 20
Cc1cc(NC(=O)CCC(=O)N(c2ccc(F)cc2)C(C(=O)NC2CCCC2)c2cccnc2)no1 (stereo not given) | 18 | -2.3 | 4
CCOC(=O)N1CCN(C(=O)CSc2nc(=O)n3ccccc3n2)CC1 | 5 | 0.0 | -17
Cc1csc2nc(CSc3nc4ccccc4o3)cn12 | 27 | -1.1 | -9
O=c1c2[nH]c3ccccc3c2ncn1CCCn1ccnc1 | 16 | -1.3 | -15
C/C(CCC(=O)OC[C@H]1O[C@H](C#Cc2ccccc2)C=C[C@@H]1Oc1ccc(C)cc1)=N\OC[C@@H](O)[C@H]1O[C@@H]2OC(C)(C)O[C@@H]2[C@H]1O | 8 | -0.2 | -7
O=c1cc(-c2ccc(O)cc2)oc2c(C3OCC(O)C(O)C3O)c(O)c(C3OC(CO)C(O)C(O)C3O)c(O)c12 (stereo not given) | 15 | 0.4 | -1
CCOc1ccc(NC(=O)C(=O)NCCCn2ccnc2)cc1 | 4 | 2.6 | 12
CCc1ccccc1NC(=O)C1CCCN(c2ncccn2)C1 (stereo not given) | 14 | 0.6 | -11

Arranged by value in OX1R antag-1 (lowest first): some entries from above
SMILES | OX1R antag-1 | STK33 inh | OX1R antag-2
NC(=S)N/N=C/c1coc2ccc(Br)cc2c1=O | 1 | 0.5 | -1
O=c1c2[nH]c3ccccc3c2ncn1CCCn1ccnc1 | 16 | -1.3 | -15
Cc1cccc(NC(=O)CSCC(=O)Nc2ccccc2C(=O)NC2CC2)c1 | 21 | -1.6 | -24

The main list resumes, repeating the 5 entries before the break.
SMILES | OX1R antag-1 | STK33 inh | OX1R antag-2
O=c1c2[nH]c3ccccc3c2ncn1CCCn1ccnc1 | 16 | -1.3 | -15
C/C(CCC(=O)OC[C@H]1O[C@H](C#Cc2ccccc2)C=C[C@@H]1Oc1ccc(C)cc1)=N\OC[C@@H](O)[C@H]1O[C@@H]2OC(C)(C)O[C@@H]2[C@H]1O | 8 | -0.2 | -7
O=c1cc(-c2ccc(O)cc2)oc2c(C3OCC(O)C(O)C3O)c(O)c(C3OC(CO)C(O)C(O)C3O)c(O)c12 (stereo not given) | 15 | 0.4 | -1
CCOc1ccc(NC(=O)C(=O)NCCCn2ccnc2)cc1 | 4 | 2.6 | 12
CCc1ccccc1NC(=O)C1CCCN(c2ncccn2)C1 (stereo not given) | 14 | 0.6 | -11
CC(=O)Nc1ccc(NC(=O)C(C)OC(=O)CCCN2C(=O)c3cccc4cccc(c34)C2=O)cc1 (stereo not given) | 74* | 0.0 | -4
O=C(COC(=O)Cc1cccc(C(F)(F)F)c1)NC1CC1 | 9 | 3.8 | 1
COc1ccc(NC(C)C(=O)Nc2ccc(C(C)(C)C)cc2)cc1Cl (stereo not given) | 25 | -1.3 | -21
COc1ccc(OCC(=O)Nc2ccc(NC(=O)c3ccccc3Cl)c(OC)c2)cc1 | -5 | 0.1 | -17
CN1C(=O)C(CC(=O)Nc2ccc(F)cc2)N(NC(=O)c2cccc(F)c2)C1=S (stereo not given) | 10 | 8.2 | -18
Cc1ccc(NC(=O)CSc2ccc(-c3cccnc3)nn2)c(C)c1 | 24 | -0.5 | -12
COc1ccccc1CNC(=O)CN1C(=O)NC(C)(c2ccc(C)cc2)C1=O (stereo not given) | 2 | -0.7 | -69
CCOC(=O)c1cnc(=O)[nH]c1C | 6 | -1.4 | -2
Cc1ccc(O)c(NC(=O)C2CC(c3c(F)cccc3Cl)=NO2)c1 (stereo not given) | 10 | -0.3 | -7
O=C1CCC(C(=O)N2CCCCO2)CN1Cc1cccc(F)c1 (stereo not given) | 9 | -0.2 | -3
Nc1ccc2c(c1)C/C(=C/c1ccco1)C2=O | 13 | 2.7 | 6
COC(=O)c1[nH]c2ccccc2c1NC(=O)CN1CCN(C(=O)c2ccco2)CC1 | 11 | -0.2 | -22
CN(C)S(=O)(=O)c1ccc2nnn(O)c2c1 | 3 | -1.5 | -10
C/C(=N\NC(=O)c1ccc(CN2CCOCC2)cc1)c1ccc(NC(=O)c2ccccc2)cc1 | 13 | -1.1 | -23
Cc1ccc(S(=O)(=O)c2nc(S(C)(=O)=O)sc2N2CCC3(CC2)OCCO3)cc1 | 29 | 0.2 | -12
O=C(N=Nc1c(O)[nH]c2ccccc12)c1cc(NS(=O)(=O)c2cccs2)cc(NS(=O)(=O)c2cccs2)c1 | 14 | -1.1 | -1
COCCNC(=O)c1ccc2c3n(nc2c1)-c1ccc(Cl)cc1CO3 | 48 | 2.5 | -9
CNc1ccccc1C(=O)OC(C)C(=O)Nc1ccc(Cl)cn1 (stereo not given) | 33 | -0.1 | 5
CCOC(=O)N1CCN(C(=O)C2CCN(S(=O)(=O)c3cc(Cl)ccc3OCC)CC2)CC1 | 15 | -3.1 | -22
CC(=O)Nc1c(NC(=O)CC#N)[nH]c2c(c1=O)c(=O)n(C)c(=O)n2C | 1 | -2.1 | -9
COc1ccccc1C1C(C(N)=O)=C(C)Nc2nc(CCCO)nn21 (stereo not given) | 1 | -1.3 | -9
COc1ccccc1/C=C(/C(=O)NCCCn1ccnc1)c1ccccc1 | 37 | -1.1 | -28
CC(C)CCn1c(=O)c2ccccc2n2c(CN3C(=O)NC4(CCC(C)CC4)C3=O)nnc12 (stereo not given) | 25 | -0.6 | -46
